Source: PubChem BioAssay (several laboratories)
Yfh1-off respiration – enhancers of respiration in Yfh1-depleted yeast, dose response, Friedreich's ataxia, plus single-dose screen (AID 1465). S. cerevisiae Yfh1-off respiration, WST-1 reduction, 72 h; higher fold induction means a stronger effect. fold induction at 50 µM, or EC50 in µM where a hit was titrated. 220,000 tested, 0.074% active;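 active = fold induction of absorbance versus untreated yeast above a set limit, then at least 30% activation at any dose in follow-up; inconclusive = repeats straddling the limit, or above it without dose testing; inactive = fold induction below the set limit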;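 also: activators that raise dye reduction in frataxin-depleted yeast; strong numbers were not always called active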
GPR55 beta-arrestin – GPR55 agonists via beta-arrestin recruitment, primary screen, imaging, U2OS cells, beta-arrestin-GFP redistribution (AID 1961); G-protein coupled receptor 55 (Homo sapiens); U2OS GPR55 beta-arrestin-GFP redistribution imaging; higher % means a stronger effect; one-dose activation, % at 10 µM; EC50 in µM for titrated hits; 290,000 tested, 0.048% active;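 active = activation above 40% with more than 50 cells counted in the well; inconclusive = wells holding fewer than 50 cells, flagged as toxic or sparse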;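 also: U2OS osteosarcoma cells stably expressing GPR55 and beta-arrestin-GFP; plate controls were DMSO negative control for no effect and LPI positive control for full effect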
AID2073 – inhibitors of Mint1-CaV2.2 protein interaction, biochemical, HTRF (AID 2073) | Voltage-dependent N-type calcium channel subunit alpha-1B (Homo sapiens) | inhibition, % at 20 µM; hits with a dose series show IC50 in µM | HTRF protein-protein interaction, Mint1-CaV2.2; higher % means a stronger effect | 290,000 tested, 0.19% active; in the data active = inhibition mostly above about 51%, no sharp cut-off; inconclusive = no clear call, values can overlap the other calls; inactive = mostly below about 53%; also: some results filed as inactive read as strong as hits
Dengue-2 NS5 capping – Dengue-2 NS5 methyltransferase inhibitors, primary screen, biochemical, confirmation dose response (AID 588689); inhibition, % at 25 µM; hits with a dose series show IC50 in µM; Dengue-2 NS5 methyltransferase capping enzyme assay, biochemical; higher % means a stronger effect; 340,000 tested, 0.3% active; Genome polyprotein (Dengue virus type 2 (strain 16681-PDK53)); in the data active = a potency from the dose series; inconclusive = inhibition above about 29% without an active follow-up result
NTR1 ag – agonists of NTR1, primary screen, imaging, U2OS cells, beta-arrestin-GFP, high content (AID 493036). Neurotensin receptor type 1 (Homo sapiens), P30989. NTR1-U2OS beta-arrestin-GFP spot imaging, agonist mode. activation, % at 20 µM. 330,000 tested, 0.17% active;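 active = activation at or above 40% of the spot to cytoplasm intensity ratio, with at least 20 cells analyzed; inconclusive = wells under 20 cells, flagged as cytotoxic or low count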;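 also: 0% = DMSO without peptide and 100% = 100 nM NTR1 peptide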
Target sequence (P30989 whole entry, looked up): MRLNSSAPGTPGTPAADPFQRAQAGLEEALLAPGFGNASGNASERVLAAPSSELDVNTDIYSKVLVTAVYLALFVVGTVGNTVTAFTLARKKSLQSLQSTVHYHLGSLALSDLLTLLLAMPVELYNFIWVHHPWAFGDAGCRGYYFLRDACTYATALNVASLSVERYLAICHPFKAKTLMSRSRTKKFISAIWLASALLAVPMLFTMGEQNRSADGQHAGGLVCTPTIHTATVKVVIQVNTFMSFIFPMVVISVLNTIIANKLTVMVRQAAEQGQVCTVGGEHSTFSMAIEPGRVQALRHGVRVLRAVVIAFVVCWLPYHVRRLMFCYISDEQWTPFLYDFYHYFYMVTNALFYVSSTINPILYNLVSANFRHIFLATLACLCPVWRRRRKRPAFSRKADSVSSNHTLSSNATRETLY
GPR35 antagonists – GPR35 antagonists blocking zaprinast-driven arrestin recruitment, primary screen, imaging, U2OS, beta-arrestin-GFP, zaprinast agonist (AID 2058) | 290,000 tested, 0.052% active | G-protein coupled receptor 35 (Homo sapiens) | U2OS GPR35 beta-arrestin-GFP translocation imaging, zaprinast antagonism; higher % means a stronger effect | inhibition, % at 10 µM; hits with a dose series show IC50 in µM;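 active = inhibition of at least 50% with at least 30 cells and total cytoplasm GFP at most 10,000,000; inconclusive = under 30 cells or total GFP of 10,000,000 plus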
GPR55 antagonists – GPR55 antagonists blocking LPI-driven arrestin recruitment, primary screen, imaging, U2OS, beta-arrestin-GFP, LPI agonist (AID 2013). U2OS GPR55 beta-arrestin-GFP translocation imaging, LPI antagonism; higher % means a stronger effect. inhibition, % at 10 µM; hits with a dose series show IC50 in µM. 290,000 tested, 0.13% active;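 active = spots per cell inhibited over 60%, with over 100 cells counted and total cytoplasm intensity under 500,000; inconclusive = wells with under 100 cells, flagged as likely toxic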;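 also: U2OS cells stably carrying GPR55 and arrestin-GFP stimulated by 5 µM LPI near EC80; imaged beta-arrestin-GFP aggregate spots per cell after agonist stimulation; plate controls were LPI-stimulated DMSO wells for no effect and DMSO wells without LPI for full effect; some results filed as inactive read as strong as hits; confirmed hits need IC50 under 10 µM and bright autofluorescent wells are also inconclusive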
Large T inhibition – SV40 large T antigen inhibitors, biochemical (AID 1903); SV40 large T antigen ATPase/helicase inhibition assay; higher % means a stronger effect; inhibition, % at 20 µM; hits with a dose series show IC50 in µM; 310,000 tested, 0.39% active; in the data active = a potency from the dose series; inconclusive = inhibition mostly from about 32% at the one dose, without a potency; inactive = the rest, 99 in 100 with inhibition below about 32%; also: strong numbers were not always called active
MgcRacGAP inhibition – MgcRacGAP GTPase-activating activity inhibitors, confirmation, biochemical, ADP Hunter fluorescence; Rac GTPase-activating protein 1 (Homo sapiens); 340,000 tested, 0.6% active; inhibition, % at 30 µM, or IC50 in µM where a hit was titrated; MgcRacGAP-stimulated Rac1 GTP hydrolysis, ADP Hunter fluorescence; higher % means a stronger effect; GST-tagged Rac1 F28L mutant substrate;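 active = first-screen hits whose inhibition reached a set limit at any dose in the follow-up dose series; inconclusive = inhibition above the set first-screen limit but never retested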;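 also: fluorescence reports GDP produced by GAP-driven GTP hydrolysis; strong numbers were not always called active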
NTR1 ag cell count 20 µM – further read-out of NTR1 ag, marked with its call; cell count; measured here: cell count, cytotoxicity flag
Dengue-2 NS5 capping pilot replicate – second read-out of Dengue-2 NS5 capping, no call of its own (marks repeat the call); inhibition, %; measured here: pilot screen replicate inhibition
Active calls of the source: *; i = inactive; ? = inconclusive; / = no result given; & = joins results of further samples.

SMILES	Yfh1-off respiration	GPR55 beta-arrestin	AID2073	Dengue-2 NS5 capping	NTR1 ag	NTR1 ag cell count 20 µM	GPR35 antagonists	GPR55 antagonists	Large T inhibition	MgcRacGAP inhibition	others
COc1ccc(CCC(C)N2CCc3ccccc3C2)cc1 (stereo not drawn)	/	-0.2%	6.1%	-7.2%	3.1	50	-6.5%	8.4%	6.3%	5.5%
O=C(Nc1ccc(O)c2c(=O)cc(-c3ccccc3Cl)oc12)c1cccc(Cl)c1	i	-0.3%	3.2%	-6.4%	3.1	95	7.1%	4.6%	8.5%&13.4%	2.9%
Cc1c(/C=N/Nc2ccc(C(=O)O)cc2)c2ccccc2n1C	i	-0.1%	13.6%	-21.6%	-2.4	60	-2.3%	-1.7%	34.8%	13.5%
CCN1CCN(CCCNC(=O)c2cc3cc4ccc(OC)cc4nc3o2)CC1	/	-0.1%	12.8%	-3.7%	2.1	69	5.2%	9.6%	10.2%	23.1%
CC(C(=O)NCC1CCCO1)c1ccc([N+](=O)[O-])cc1 (stereo not drawn)	i	-0.1%	-1.0%	-6.4%	1.1	95	-6.7%	8.6%	6.2%	-9.1%
O=C(NCCNC1CCN(Cc2ccccc2)CC1)c1cccs1	/	0.3%	-5.2%	/	-0.2	45	-8.6%	7.1%	5.5%	/
Cc1ccc(CNC(=O)C2CCC(=O)N(C3CC3)C2)cc1 (stereo not drawn)	/	0.0%	7.9%	-3.6%	0.5	49	3.3%	18.7%	7.9%	4.3%
CCCCCCCCCCCCC(=O)CCCCC(=O)O	i	0.5%	21.7%	11.6%	-0.6	95	-9.3%	17.2%	7.0%	1.1%
O=S(=O)(c1ccc(OC(F)(F)F)cc1)N1CCC(O)(c2cccc(C(F)(F)F)c2)CC1	/	-0.3%	10.3%	-2.3%	12.4	100	-2.0%	6.6%	3.5%	9.5%
CCOC(=O)C(C)NC(=O)CCc1nnc2ccc(N3CCC(C)CC3)nn12 (stereo not drawn)	/	0.4%	8.3%	-6.6%	-0.7	64	1.4%	4.3%	3.4%	24.0%
Cn1c(=O)c(C(=O)CSc2nncs2)c(N)n(Cc2ccccc2)c1=O	i	0.3%	-5.6%	-6.5%	0.3	44	-6.6%	4.1%	9.4%	2.5%
CCc1nnc(NC(=O)C2Cc3ccccc3CN2S(=O)(=O)c2c(C)c(C)cc(C)c2C)s1 (stereo not drawn)	i	0.0%	4.2%	3.4%	6.1	50	-24.9%	3.7%	8.9%	7.6%
COc1ccc(CCNC(=O)c2cc(-c3ccccn3)nc3c(Cl)cccc23)cc1OC	i	-0.2%	6.7%	-0.8%	12.3	49	-0.2%	15.3%	-0.1%	2.5%
COc1ccccc1CC1S/C(=N/N=C/c2ccco2)NC1=O (stereo not drawn)	i	0.5%	-2.0%	5.1%	1.8	46	-4.2%	-6.0%	8.2%	7.0%
CCCc1cc(=O)oc2cc(C)cc(OC(C)C(=O)NCc3ccncc3)c12 (stereo not drawn)	/	-0.2%	25.9%	-0.5%	-0.8	57	3.1%	-0.7%	11.8%	11.8%
Cc1sc(NC(=O)C2=COCCO2)c(C(N)=O)c1C	/	/	/	0.0%	1.8	68	/	/	18.8%	4.7%
CC(C)Oc1ccc(CCC(=O)NNC(=O)c2ccccc2C(=O)O)cc1	/	-0.1%	1.1%	-5.2%	-0.3	86	-1.3%	3.4%	7.3%	13.5%
CCS(=O)(=O)c1nc(S(=O)(=O)c2ccc(C)cc2)c(NCCCN2CCCC2=O)s1	/	0.5%	6.2%	-4.6%	-0.6	66	-0.7%	-6.3%	-7.0%	-11.1%
COc1ccc(C(=O)N/N=C/C2CC=CCC2)cc1OC (stereo not drawn)	i	0.0%	6.7%	-3.8%	0.7	60	10.3%	4.5%	3.6%	9.4%
Cc1noc(C)c1/C=N/Nc1ccc2ccccc2n1	i	0.1%	13.7%	-3.0%	0.1	52	2.2%	0.7%	6.8%	-2.4%
C=CCNC(=S)NNC(=O)C(CCCC)CC(O)COCC(C)C (stereo not drawn)	i	-0.1%	-32.3%	0.8%	0.4	50	6.0%	-18.3%	3.6%	5.7%
CC(C)N1CCC(N2CCN(Cc3ccc4nonc4c3)CC2CCO)CC1 (stereo not drawn)	i	0.4%	-4.6%	3.8%	0.9	63	-5.2%	-4.1%	-3.9%	6.2%
CCOc1cc(N2CCOCC2)c(OCC)cc1NC(=O)CN1CCc2ccccc2C1	i	-0.2%	-21.9%	0.5%	1.0	42	13.4%	0.3%	9.9%	?
O=S(=O)(c1ccc(N2CCOCC2)nc1)N(Cc1ccccn1)Cc1ccccn1	i	-0.1%	11.8%	-0.8%	1.0	58	3.6%	1.4%	4.2%	2.9%
COc1ccc(C(=O)N/N=C/c2sc(N3CCOCC3)nc2-c2ccccc2)cc1OC	i	-0.2%	0.1%	-1.5%	1.8	59	-14.0%	-6.2%	0.3%	7.1%
C=CCOc1cccc(C2/C(=C(\O)c3ccc(F)cc3)C(=O)C(=O)N2CCN(C)C)c1 (stereo not drawn)	i	0.2%	-5.9%	0.0%	-1.8	95	-11.9%	6.0%	0.4%	6.0%
CCOC(=O)c1ccc(S(=O)(=O)NNC(=O)c2ccc3c(c2)nc(C)n3CC)cc1	i	-0.5%	9.9%	-8.5%	1.2	42	-10.4%	-1.2%	-0.2%	9.4%
CC(C)(C)NC(=O)CN1CCC(O)(c2ccc3c(c2)OCO3)CC1	i	0.4%	2.8%	-2.7%	-1.4	35	-1.1%	11.2%	21.4%	10.8%
CC(=O)NC1(C(F)(F)F)NC(=O)N(CC(C)C)C1=O (stereo not drawn)	i	0.2%	-5.1%	0.7%	-0.9	31	-13.4%	5.0%	7.9%	6.8%
COC(=O)C(Cc1cnc[nH]1)NC(=O)C1CCC(=O)N1 (stereo not drawn)	i	-0.2%	6.3%	-2.6%	-0.5	77	5.2%	8.2%	-0.7%	5.4%
CCCOc1ccc(CSC(CC(=O)O)C(=O)O)cc1 (stereo not drawn)	i	-0.2%	2.1%	-1.2%	-2.4	47	-8.0%	4.6%	8.1%	7.2%
CC(=O)N1CC(c2ccccc2)C(c2ccc(Cl)cc2)=N1 (stereo not drawn)	i	0.0%	-7.0%	-11.6%	1.2	56	-2.7%	6.6%	-1.9%	5.3%
CCCc1nc(NCc2ccccn2)c2nnn(Cc3ccccc3F)c2n1	/	-0.2%	2.6%	-0.5%	1.8	45	1.9%	13.4%	4.2%	-3.0%
COc1ccc(C(=O)N2CCN(c3ccc(NC(=O)c4cccs4)cc3)CC2)cc1	/	-0.1%	-1.2%	-5.8%	1.5	55	-13.0%	7.2%	4.1%	7.0%
O=C(Nc1ccc2ccccc2c1)c1cccnc1	i	0.6%	-0.2%	-2.5%	-3.0	87	18.5%	11.2%	-1.6%	7.9%
CCOC(=O)C1CCN(S(=O)(=O)c2ccc(NC(=O)c3ccco3)cc2)CC1	/	0.2%	19.2%	-4.5%	0.7	82	-3.5%	-0.8%	14.2%	3.9%
O=C(COC(=O)c1cccc(-n2cnnn2)c1)Nc1c(Cl)cccc1C(F)(F)F	/	0.2%	6.1%	-9.1%	-0.2	78	6.2%	10.4%	11.9%	8.7%
O=C(CSc1nnc(NC(=O)C2CC2)s1)Nc1ccccc1Cl	/	0.5%	14.0%	2.4%	0.9	53	2.1%	9.4%	29.2%	1.6%
CCCOc1ccc(OC(=O)Cc2ccc(OC)c(S(=O)(=O)N3CCOCC3)c2)cc1	/	/	/	-2.9%	2.2	56	/	/	1.8%	-3.2%
CCc1ccc(C(C(=O)NC2CCCC2)N(CCOC)C(=O)CCC(=O)Nc2cc(C)on2)cc1 (stereo not drawn)	/	-0.1%	-0.9%	1.8%	-0.8	45	-18.1%	-2.8%	7.1%	0.8%
CN[C@H](CC(=O)O)C(=O)O	i	/	/	-0.8%	2.6	53	/	/	4.0%	0.0%
COc1ccc(NC(=O)CSc2nnc(C3CCCCC3)n2N)cc1	i	-0.3%	0.3%	-3.9%	-0.2	58	-10.7%	0.4%	12.9%	9.6%
O=C(O)C1CCN(c2ccc(S(=O)(=O)N3CCOCC3)cc2[N+](=O)[O-])CC1	i	0.1%	-10.3%	0.0%	-0.7	78	15.0%	-3.7%	7.8%	7.4%
CC(=O)c1cccc(NC(=O)CCN2C(=O)C3C4CCC(C4)C3C2=O)c1 (stereo not drawn)	/	0.4%	6.9%	3.9%	-0.7	58	3.6%	-13.6%	-1.0%	0.7%
O=C(O)CC(NC(=O)C12CC3CC(CC(C3)C1)C2)c1ccc(F)cc1 (stereo not drawn)	/	0.0%	12.9%	5.5%	0.3	94	-6.0%	-10.1%	2.8%	-0.4%
CCC(C)C(NS(=O)(=O)c1ccc(C)cc1)C(=O)N1CCOCCOCCOCC1 (stereo not drawn)	/	-0.1%	3.2%	-4.5%	-1.0	42	16.8%	3.8%	4.1%	6.3%
CC(=O)OC(C(=O)NCc1ccc2c(c1)OCO2)c1ccccc1Cl (stereo not drawn)	i	-0.2%	-8.5%	-6.5%	-0.6	84	-18.6%	1.1%	2.8%	3.7%
Cc1ccccc1OCc1nnc(SCC(=O)N2CCc3ccccc32)n1C	i	0.4%	14.4%	-8.1%	3.2	91	7.1%	-5.3%	14.4%	4.4%
Cc1ccc(C)c(S(=O)(=O)N2CCN(CC(=O)Nc3ccc4c(c3)OCCO4)CC2)c1	i	0.0%	-2.7%	4.1%	-1.4	78	-14.3%	1.3%	2.0%	5.6%	Dengue-2 NS5 capping pilot replicate=0.1
Cc1cccc(N=Nc2c(O)[nH]c3ccc(F)cc23)c1	i	0.1%	9.4%	7.0%	23.9	46	13.1%	30.7%	11.1%	0.3%
